Tn7 DDE FP: inhibitors of Tn7 peptide binding to human fibrin DD(E) | FP displacement of FITC-Tn7 peptide from fibrin DD(E); 0% = median of compound wells per plate | inhibition, % at 8.3 µM | actives 0.13% (n = 370,000);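 active = inhibition above the mean of compounds falling within the control limits plus 3 SD of them, cut at about 14% in these data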;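 note: 0% = plate median of compound wells and 100% = 10 µM Aha-Tn7 peptide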
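system = human fibrin DD(E) protein | quantity = DD(E) 2 µM final | medium = Tris/NaCl/CaCl2 buffer, pH 7.8 | also added = labelled Tn7 tracer, 0.1 µM | compound dosing = single point at 8.3 µM | timing = compound with protein 10 min, then 3 h after probe, room temperature | signal = FP measurement | benchmarks = Aha-Tn7 high control | repeats = one replicate per compound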
ADAM10 inh: inhibitors of human ADAM10; recombinant ADAM10, EDANS/DABCYL FRET peptide cleavage, 3 h; inhibition, % at 7 µM; actives 0.62% (n = 370,000);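 active = inhibition above a per-campaign cutoff equal to the mean of compounds falling between control-based bounds plus 3 SD, cut at about 20% in these data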;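 note: 0% = DMSO wells while the 100% control is not disclosed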
PLC-gamma1 inh: PLC-gamma1 (human) inhibition, primary screen | purified PLC-gamma1, fluorogenic substrate, fluorescence | inhibition, % at 12.2 µM | actives 0.84% (n = 370,000) | AID 720700; in the data active = inhibition above about 9.5%
ADAM17 inh: inhibits human ADAM17; inhibition, % at 6.95 µM; P78536; recombinant ADAM17, EDANS/DABCYL FRET peptide cleavage; actives 0.83% (n = 370,000);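 active = inhibition above the mean of compounds lying between control limits plus 3 SD, set per campaign, cut at about 8.5% in these data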;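 note: 0% = DMSO-only wells as the low control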
DDE Tn6 FP inh: disrupts Tn6 cyclic peptide binding to fibrin D-Dimer-E complex; Fibrin DD(E) TRITC-Tn6 fluorescence polarization displacement; AID 720509; actives 0.21% (n = 370,000); inhibition, % at 8.3 µM; P02675;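 active = inhibition above a per-campaign cutoff: mean of compounds within control limits plus 3 SD, cut at about 15% in these data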;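 note: 0% = median of all compound wells on the plate and 100% = blocking peptide control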
ARFGAP1 inh: inhibits rat ARF GTPase activating protein 1. Arfgap1-stimulated ARF1 GTP hydrolysis, GDP FP detection. inhibition, % at 16.5 µM. actives 0.26% (n = 360,000);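 active = inhibition above a per-plate limit, mean inhibition of low control wells plus 3 SD, cut at about 25% in these data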;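 note: 0% = DMSO wells with enzyme and 100% = wells lacking Arfgap1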
Target sequence (Q62848 1-136 limits assumed): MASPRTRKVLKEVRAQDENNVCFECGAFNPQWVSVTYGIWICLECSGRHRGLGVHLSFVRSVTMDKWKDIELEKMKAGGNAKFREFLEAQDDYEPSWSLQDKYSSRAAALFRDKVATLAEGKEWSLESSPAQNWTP
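material = rat Arfgap1 catalytic domain, aa 1-136 | also added = human ARF1(Δ1-17)-GTP substrate | compound dosing = one concentration, 16.5 µM, DMSO 1.26% | times = GTP hydrolysis reaction 2 h at 25 °C | measured by = FP, GDP Alexa 633 tracer displaced from anti-GDP antibody, 620/688 nm | evaluation = percent inhibition of Arfgap1-stimulated GTP hydrolysis | replication = single well per compound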
ASAP1 inh: inhibitors of human ASAP1 ArfGAP activity; AID 624377; actives 0.19% (n = 360,000); ASAP1-stimulated ARF1 GTP hydrolysis, GDP FP detection; inhibition, % at 16.5 µM; in the data active = inhibition above about 25%;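 note: 0% = vehicle with enzyme and substrate and 100% = no enzyme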
Target sequence (Q9ULH1 325-724 limits assumed): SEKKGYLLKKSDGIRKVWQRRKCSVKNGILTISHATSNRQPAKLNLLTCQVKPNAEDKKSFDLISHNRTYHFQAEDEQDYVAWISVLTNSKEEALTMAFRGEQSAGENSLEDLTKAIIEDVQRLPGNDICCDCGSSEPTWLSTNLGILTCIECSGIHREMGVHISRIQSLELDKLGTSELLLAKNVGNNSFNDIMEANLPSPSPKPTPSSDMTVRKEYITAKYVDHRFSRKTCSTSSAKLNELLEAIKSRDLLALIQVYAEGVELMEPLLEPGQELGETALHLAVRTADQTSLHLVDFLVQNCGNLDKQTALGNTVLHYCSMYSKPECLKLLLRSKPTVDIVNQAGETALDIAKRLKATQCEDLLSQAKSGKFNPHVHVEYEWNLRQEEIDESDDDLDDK
SIAE inh: human SIAE inhibition, primary screen | Q9HAT2 | SIAE FP-Rh probe binding, fluorescence polarization | inhibition, % at 9.66 µM | actives 0.69% (n = 370,000) | AID 1053197;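 active = inhibition above a cutoff: mean of compounds within the control limits plus 3 SD of those, cut at about 17% in these data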;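 note: 0% = plate median of compound wells and 100% = probe without SIAE protein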
TDP2 inh: TDP2 (human) inhibition, absorbance primary screen; inhibition, % at 12.8 µM; actives 0.34% (n = 370,000); recombinant TDP2, T5PNP hydrolysis, p-nitrophenol absorbance 415 nm; AID 720702;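 active = inhibition above the mean of all tested compounds plus 3 SD, set per campaign, cut at about 25% in these data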;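 note: 0% = DMSO with enzyme and 100% = buffer with substrate but no TDP2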
Target sequence (O95551 whole entry, looked up): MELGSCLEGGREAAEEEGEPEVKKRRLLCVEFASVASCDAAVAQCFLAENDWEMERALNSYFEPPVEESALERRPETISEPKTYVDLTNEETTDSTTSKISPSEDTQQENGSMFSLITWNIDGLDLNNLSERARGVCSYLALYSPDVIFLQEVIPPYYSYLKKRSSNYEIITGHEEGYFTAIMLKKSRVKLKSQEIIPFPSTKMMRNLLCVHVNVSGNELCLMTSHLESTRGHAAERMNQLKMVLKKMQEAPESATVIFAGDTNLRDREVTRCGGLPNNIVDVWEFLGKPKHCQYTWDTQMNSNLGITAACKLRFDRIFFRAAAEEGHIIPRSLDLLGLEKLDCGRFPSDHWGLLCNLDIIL
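System: recombinant human TDP2 / Amount: 120 nM TDP2 per well / Also added: 5 mM T5PNP chromogenic substrate / Doses: 12.8 µM single point, 1% DMSO / Incubation: 2 h at 37 °C / Detection: p-Nitrophenol epi absorbance / Evaluation: % inhibition relative to enzyme-containing and enzyme-free wells / Repeats: singlicate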
PLC-beta3 inh: inhibitors of human phospholipase C beta3 | Q01970 | Purified PLC-beta3, fluorogenic substrate, fluorescence | inhibition, % at 12.2 µM | actives 0.18% (n = 370,000) | AID 720704; in the data active = inhibition above about 11%;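 note: 0% = median of compound wells on plate and 100% = full blocker control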
* = called active by the depositor; nt = no result given. Compounds as they come, and some 3.6% of all compounds hit somewhere here.

The opening 15 compounds (preview)
SMILES	Tn7 DDE FP	ADAM10 inh	PLC-gamma1 inh	ADAM17 inh	DDE Tn6 FP inh	ARFGAP1 inh	ASAP1 inh	SIAE inh	TDP2 inh	PLC-beta3 inh
C[C@]12CCC[C@H](O1)c1c(cc3c(c1O)C(=O)c1c(O)cc(O)cc1C3=O)O2	-3	-9	3	1	3	8	6	-18	-7	5
CCOC(=O)C(=CNCC(=O)O)C(=O)OCC	-5	0	1	2	-3	-7	-12	6	-4	4
CCCCN(C)CCNC(=O)c1ccc(Cn2c(=S)[nH]c3ccc(Br)cc3c2=O)cc1	1	1	1	-3	5	-9	-2	2	-6	-8
O=C(COC(=O)c1ccccc1SCC(=O)NC1CCS(=O)(=O)C1)NC1CCS(=O)(=O)C1 (stereo not given)	-2	-39	0	-11	-1	-7	-6	4	9	-6
COc1ccc(C(=O)CSc2nc3ncccc3[nH]2)cc1OC	2	0	5	1	0	-15	0	2	-14	3
Cc1cccc(/C=N\NC(=O)c2ccc(Cl)cc2)c1O	-7	-4	-25	-3	-4	12	0	-16	-19	-40
O=C(CNS(=O)(=O)c1cccs1)N1CCN(c2ccccc2F)CC1	4	-1	1	1	4	5	-3	-4	-3	-6
COc1ccc(NC(=O)c2cccc(-n3c(C)ccc3C)c2)c(OC)c1	2	3	-4	4	10	-6	-8	-3	-2	-3
O=C(CCN1CCc2ccccc2C(O)(c2ccccc2)C1)c1ccc2c(c1)OCCO2 (stereo not given)	5	3	-1	-1	5	-5	-17	-2	-11	-1
O=C(Nc1ccc(F)c(Cl)c1)C1Cc2c(-c3ccc4c(c3)OCO4)ccnc2O1 (stereo not given)	-6	3	9	3	-4	1	6	-29	-25	3
CCN(CC)c1ncnc2c1ncn2[C@H]1CN(Cc2ccccc2)C[C@@H](CO)O1	2	-3	3	-4	-11	-5	13	-1	-2	-4
CC1=C(C(=O)N(C)C)C(c2ccc(Cl)c(Cl)c2)NC(=O)N1 (stereo not given)	2	-1	-9	-2	1	-14	0	5	-4	-10
Oc1ccc(C[C@@H]2CNC(=S)N2CCCCC2CCCCC2)cc1	-3	8	3	5	0	2	23	0	-5	4
CCc1ccccc1NC(=O)[C@@H]1CCC(=O)N1C1OC(=O)c2c1ccc(OC)c2OC (stereo not given in full)	10	-31	1	-1	5	-1	2	0	4	-1
Cc1ccc(C(=O)NCCN2CCC(n3c(=O)[nH]c4ccccc43)CC2)cc1F	-6	-7	0	-3	2	-2	0	6	10	0

This part in full, repeating the preview:
SMILES	Tn7 DDE FP	ADAM10 inh	PLC-gamma1 inh	ADAM17 inh	DDE Tn6 FP inh	ARFGAP1 inh	ASAP1 inh	SIAE inh	TDP2 inh	PLC-beta3 inh
C[C@]12CCC[C@H](O1)c1c(cc3c(c1O)C(=O)c1c(O)cc(O)cc1C3=O)O2	-3	-9	3	1	3	8	6	-18	-7	5
CCOC(=O)C(=CNCC(=O)O)C(=O)OCC	-5	0	1	2	-3	-7	-12	6	-4	4
CCCCN(C)CCNC(=O)c1ccc(Cn2c(=S)[nH]c3ccc(Br)cc3c2=O)cc1	1	1	1	-3	5	-9	-2	2	-6	-8
O=C(COC(=O)c1ccccc1SCC(=O)NC1CCS(=O)(=O)C1)NC1CCS(=O)(=O)C1 (stereo not given)	-2	-39	0	-11	-1	-7	-6	4	9	-6
COc1ccc(C(=O)CSc2nc3ncccc3[nH]2)cc1OC	2	0	5	1	0	-15	0	2	-14	3
Cc1cccc(/C=N\NC(=O)c2ccc(Cl)cc2)c1O	-7	-4	-25	-3	-4	12	0	-16	-19	-40
O=C(CNS(=O)(=O)c1cccs1)N1CCN(c2ccccc2F)CC1	4	-1	1	1	4	5	-3	-4	-3	-6
COc1ccc(NC(=O)c2cccc(-n3c(C)ccc3C)c2)c(OC)c1	2	3	-4	4	10	-6	-8	-3	-2	-3
O=C(CCN1CCc2ccccc2C(O)(c2ccccc2)C1)c1ccc2c(c1)OCCO2 (stereo not given)	5	3	-1	-1	5	-5	-17	-2	-11	-1
O=C(Nc1ccc(F)c(Cl)c1)C1Cc2c(-c3ccc4c(c3)OCO4)ccnc2O1 (stereo not given)	-6	3	9	3	-4	1	6	-29	-25	3
CCN(CC)c1ncnc2c1ncn2[C@H]1CN(Cc2ccccc2)C[C@@H](CO)O1	2	-3	3	-4	-11	-5	13	-1	-2	-4
CC1=C(C(=O)N(C)C)C(c2ccc(Cl)c(Cl)c2)NC(=O)N1 (stereo not given)	2	-1	-9	-2	1	-14	0	5	-4	-10
Oc1ccc(C[C@@H]2CNC(=S)N2CCCCC2CCCCC2)cc1	-3	8	3	5	0	2	23	0	-5	4
CCc1ccccc1NC(=O)[C@@H]1CCC(=O)N1C1OC(=O)c2c1ccc(OC)c2OC (stereo not given in full)	10	-31	1	-1	5	-1	2	0	4	-1
Cc1ccc(C(=O)NCCN2CCC(n3c(=O)[nH]c4ccccc43)CC2)cc1F	-6	-7	0	-3	2	-2	0	6	10	0
Cn1c(-c2ccccc2)cc2ccccc21	-1	8	5	2	-2	-14	-8	6	-22	3
Cc1cc(NC(=O)CSc2ccccc2)no1	7	-15	-1	-2	3	7	-8	-8	-4	2
Cc1cnc(CN(C)C(=O)CC2C(=O)NCCN2CCCc2ccccc2)[nH]1 (stereo not given)	0	-4	-3	-5	-3	2	-3	0	17	-13
CCOC(=O)c1cccc(NC(=O)c2cccs2)c1	1	11	3	4	-6	3	5	-1	1	2
Cc1ccccc1Nc1nc(N)nc(COC(=O)c2c(C)noc2C)n1	-6	-10	2	0	1	-9	-1	-2	1	1
CCCCC(O)(CCCC)C(=O)NN(C(=O)OCC)c1ccccc1	0	3	-1	-3	2	3	-1	6	-2	0
CC(C)(C)n1ncc2c(=O)n(Cc3ccc(Cl)cc3Cl)cnc21	1	-3	1	-6	4	-4	-1	-4	-1	1
C[C@@H]1CN([C@H](C)CO)C(=O)CCCn2cc(nn2)CO[C@H]1CN(C)C(=O)c1cc(-c2ccccc2)on1	-4	-2	5	4	-4	-10	-4	3	-5	3
COc1ccc(CN(C)C(=O)Cn2cnc3c(SC)nc(N)nc32)cc1OC	0	-12	0	-3	3	14	-2	5	-2	0
COC(=O)CNC(c1ccccc1)c1cc(Br)ccc1NC(=O)OCc1ccccc1 (stereo not given)	7	4	1	-1	0	10	-12	-12	-6	-1
COc1ccccc1C(=O)NC1CCN(C(=O)Nc2ccc(F)cc2)CC1	6	12	1	0	2	-7	8	5	2	-4
O=c1oc(-c2ccco2)nc2sc3c(c12)CCCC3	3	-3	-112	-5	-2	0	3	-8	7	-187
CCOC(=O)N1CCN(S(=O)(=O)c2ccc(C(=O)N(CCCN(C)C)c3nc4ccc(CC)cc4s3)cc2)CC1	-9	10	4	4	-5	0	-6	-2	-15	1
Cc1ccc2[nH]c(=O)c(CN(CC3COCCO3)C(=O)Nc3ccccc3C)cc2c1 (stereo not given)	1	-21	2	-6	0	3	15	-1	-3	0
CCCC(NC(=O)CNC(=O)C(C)(C)C)C(=O)O (stereo not given)	3	-4	0	-5	16*	3	-13	0	-1	-2
NS(=O)(=O)c1ccc(CCN2C(=O)/C(=C\c3ccc(Cl)cc3)SC2=S)cc1	-2	-5	-5	-4	-11	3	-2	0	12	-3
CCCCc1nnc(NC(=O)CN(C)S(=O)(=O)c2ccc(C)cc2)s1	8	-9	-4	-2	4	5	11	3	16	-9
COc1ccc2oc(C(=O)N(Cc3ccco3)Cc3cccs3)c(C)c2c1	1	0	-9	1	-7	1	-11	-7	-3	-19
Cc1sc(NC(=O)c2ccc(=O)n(C)n2)nc1-c1ccccc1	-4	1	-1	1	0	7	2	-1	4	0
CC(=NNC(=O)c1ccncc1)c1cc(Cl)ccc1Cl	-3	2	1	-1	5	-10	-1	-1	0	-1
CC(C)NCC(O)COCCOc1ccc(Cl)cc1 (stereo not given)	2	-4	1	0	0	9	-1	4	-14	-9
CCn1c(SC/C=C/c2ccccc2)nnc1-c1cccs1	0	-6	-4	-4	5	-15	-13	0	2	-3
CC(=O)c1cccc(NC(=O)N2CCCC2C(=O)NCc2ccccc2)c1 (stereo not given)	3	9	0	-3	-3	11	-3	3	-2	5
O=C(Nc1ccc2c(c1)OCO2)C1CCN(S(=O)(=O)c2cccc3cccnc23)CC1	3	1	1	4	5	10	3	1	0	-1
O=C1C(Oc2ccccc2)C(c2cccs2)N1Cc1ccc2c(c1)OCO2 (stereo not given)	1	3	-1	-4	-2	3	12	5	6	-1
COc1cc(NC(=O)C2CCCN(S(=O)(=O)c3ccccc3)C2)cc(OC)c1 (stereo not given)	6	-1	1	3	9	nt	nt	0	5	0
COc1cccc(C(=O)/C(C#N)=N/Nc2cccc(-c3ccnc(C)n3)c2)c1	1	-4	-11	-4	7	-9	2	-5	-1	-21
Cc1cccc(C)c1NC(=O)CNC(=O)Cc1c[nH]c2ccccc12	2	2	2	-4	-4	-3	-14	12	5	-3
COc1ccc(S(=O)(=O)N(C)C[C@@H]2Oc3cc(Br)ccc3S(=O)(=O)N([C@H](C)CO)C[C@@H]2C)cc1	-1	-3	0	-1	-3	9	12	-6	4	-2
COc1cccc(C2NC(=O)NC(C)=C2C(=O)OCC2CCCCC2)c1 (stereo not given)	-3	3	4	6	3	2	12	0	4	-1

Compound activity: PubChem BioAssay, The Scripps Research Institute Molecular Screening Center
